Compound activity as filed in PubChem BioAssay.
S3 lipid droplet – qHTS Assay for Lipid Storage Modulators in Drosophila S3 Cells; Drosophila S3 cells, BODIPY lipid droplet fluorescence, 18-24 h; cells fed with added oleic acid; Potency in µM for hits, for the others lipid storage change, negative = inhibition, % at the top dose, mostly 46.1 µM; 320,000 tested, 0.64% active; active = well fitted inhibition curve with a large enough effect in the signal ratio, with a control signal flat, not every such curve was filed as active; inconclusive = small, poorly fitted or top-dose-only effect, or effect the other way, or a change in a side signal; the % refers to the signal ratio
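Laser-scanning cytometry quantifies lipid droplet accumulation (500–530 nm total intensity; droplet/cell object ratio) in oleic acid-fed (400 uM added) Drosophila S3 cells treated with a concentration series. 20 uM Triacsin C defined 100% inhibition.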
S3 lipid droplet cell count max – recorded beside S3 lipid droplet, whose call it bears; cell number change, %; measured here: cell count max response;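 cells counted by Cell Tracker Red CMTPX staining in the red channel; peak over a dose series mostly up to 46.1 µM; percent activity relative to internal control wells on each plate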
* marks the source's active call; other numbers are inactive results; i = inactive; ? = inconclusive; nt = no result given. % is scaled to controls: 0 for no effect and ±100 for the full control effect; potency is read from the fitted curve at half-maximal effect. The list is partial (hit frequency here may not be typical).

SMILES	S3 lipid droplet	S3 lipid droplet cell count max
Cc1cc(F)c(F)c(C(=O)N2C(C)CCCC2C)c1Cl (configuration not stated)	-11%	0
COc1ccc([C@@H]2[C@@H]3C(=O)N(C(C)(C)C)C(=O)[C@@H]3[C@]3(C)C(=O)N(c4ccc(C)cc4)C(=O)N23)cc1	?	nt
C[C@@H]1C(=O)O[C@H]2C[C@@]34[C@H]5C[C@@H](C(C)(C)C)[C@]36[C@@H](OC(=O)[C@@H]6O)O[C@@]4(C(=O)O5)[C@]21O	6%	28
Cc1ccc(NS(=O)(=O)c2ccc3c(c2)NC(=O)CCS3)cc1C	?	nt
CN(C)CCCNc1ncnc2c1cnn2Cc1ccccc1Cl	?	nt
COc1ccc(OC(=O)CN2C(=O)C3C4CCC(C4)C3C2=O)cc1 (configuration not stated)	10%	3
Cc1cc(N/N=C/c2cccc(F)c2)nc(NCc2ccccc2)n1	-6%	-7
CCOC(=O)c1cc2c(ccn2C)n1CC(=O)N1CCN(c2ccc(F)cc2)CC1	?	nt
S=C(NCc1ccco1)N1CCN(Cc2ccc(Cl)cc2Cl)CC1	?	nt
CC(=O)N(c1ccc(C)cc1)c1nc(C)cc(C)c1C#N	?	nt
CC(=O)c1cccc(NC(=O)N2CCCC2C(=O)Nc2ccccc2C)c1 (configuration not stated)	?	nt
NC(=O)C1CCCN(C(=O)CNC(=O)C23CC4CC(CC(C4)C2)C3)C1 (configuration not stated)	?	nt
CCOc1ccc(Nc2nc(N)c3ccccc3n2)cc1	?	nt
Cc1cc(NC(=O)COC(=O)[C@H](Cc2c[nH]c3ccccc23)NC(=O)c2ccc(F)cc2)no1	?	nt
CN(C)S(=O)(=O)c1cccc(C(=O)N2CCc3ccccc32)c1	19%	-5
COc1ccc(N2CCN(C(=O)c3ccc(N(C)S(=O)(=O)c4ccc(C)cc4)cc3)CC2)cc1	20%	-2
COc1cccc2c1cc1c(=O)n(CC(=O)NC3CCCCC3)nc(C)n12	8%	-13
Cc1noc(C)c1CSc1ccccc1C(=O)N1CCN(c2ccccc2)CC1	1%	-2
COc1cc(C)ccc1OCc1cc(C(=O)NCc2ccncc2)no1	?	nt
COc1cccc(C(=O)NN2C(=S)N(c3ccccc3)C(=O)C2CC(N)=O)c1 (configuration not stated)	7%	12
CONC(=O)Nc1ccccc1[N+](=O)[O-]	1%	17
CCOC(=O)C1CCCN(C(=O)c2cn(CC)c3ccc(S(=O)(=O)N4CCCC4)cc3c2=O)C1 (configuration not stated)	?	nt
CCOc1ccc(N(C(=O)c2snc(C(N)=O)c2N)C(C(=O)NC2CCCC2)c2ccncc2)cc1 (configuration not stated)	25%	-26
COc1ccc(NC(=O)CN2C(=O)c3ccccc3S2(=O)=O)cc1S(=O)(=O)N1CCOCC1	?	nt
CS(=O)(=O)c1ccc(S(=O)CC(=O)Oc2ccc(Cl)cc2)c([N+](=O)[O-])c1 (configuration not stated)	?	nt

Next section; it opens with the two that closed the last part.
SMILES	S3 lipid droplet	S3 lipid droplet cell count max
COc1ccc(NC(=O)CN2C(=O)c3ccccc3S2(=O)=O)cc1S(=O)(=O)N1CCOCC1	?	nt
CS(=O)(=O)c1ccc(S(=O)CC(=O)Oc2ccc(Cl)cc2)c([N+](=O)[O-])c1 (configuration not stated)	?	nt
O=C(c1ccc(F)cc1)N1CCC(C(=O)N2CCN(S(=O)(=O)c3cccc(F)c3)CC2)CC1	?	nt
O=C(O/N=C\c1ccc(N2CCCCC2)c([N+](=O)[O-])c1)c1cccc(C(F)(F)F)c1	i	nt
CCOc1ccc2nc(NCCCNC(=O)c3cc(OC)c(OC)c(OC)c3)c(C#N)cc2c1	9%	12
COc1ccc(N(C(=O)c2cccc([N+](=O)[O-])c2)S(=O)(=O)c2ccc3c(c2)n(C)c(=O)n3C)cc1	?	nt
CCOc1ccc(S(=O)(=O)N(CC(=O)NCc2cccnc2)c2ccc(C)cc2)cc1	?	nt
C[C@]1(CC/C(=C/CO)CO)[C@H](CO)CC[C@@]23COC(=O)C2=CCC[C@@H]31	?	nt
Cc1cccc(-c2c(O)cc(=O)[nH]c2Cl)c1	?	nt
COc1ccc(CC(=O)Nc2nnc(C)s2)cc1	?	nt
O=C(Nc1ccccc1)Nc1nnc(/C=C/c2ccccc2Cl)s1	-3%	0
CCN(/N=C/c1cccs1)c1cc(=O)n(C)c(=O)[nH]1	7%	9
S=c1sc2c(N3CCOCC3)ncnc2n1-c1ccccc1	?	nt
Cc1nc(-c2c(C(=O)NNC(=O)Nc3c(C)cccc3C)noc2C)cs1	-2%	22
Cc1cccc(OC(=O)c2cn(C)nc2C(F)(F)F)c1C	1%	-10
COc1ccc(CNC(=O)[C@@H](NC(=O)C2CCN(C(=O)[C@@H](N)CCSC)CC2)C(C)C)cc1	25%	5
O=c1c2cc(NC(=S)N3CCCC3)ccc2nc2n1CCCCC2	?	nt
O=C1COc2ccc(C(=O)COC(=O)/C=C/c3cccc(F)c3)cc2N1	1%	25
COC(=O)C(NC(=O)C(CC(C)C)NC(=O)C1CCC(C)CC1)C(C)C (configuration not stated)	?	nt
OCCNCc1cc(Br)ccc1OCc1ccccc1	-9%	-21
O=c1c(C/C=C/c2ccccc2)c(O)ccn1CCc1c[nH]c2ccccc12	?	nt
O=C(Nc1ccccc1Br)c1ccc(OC(=S)N2CCOCC2)cc1	-3%	-2
O=C(Nc1ccc(Oc2ccccc2)nc1)C1CCN(Cc2cccc(F)c2)CC1	?	nt
C=CCOC(=O)C1=C(C)NC(=O)NC1c1cn(-c2ccccc2)nc1-c1cccs1 (configuration not stated)	?	nt
CCN1C/C(=C/c2sccc2C)c2nc3ccccc3c(C(=O)O)c2C1	-9%	7
O=C(Nc1ccc(NC(=O)c2cccs2)cc1Cl)c1ccco1	?	nt
CCOC(=O)C1=NN(c2ccc(Cl)cc2)/C(=C/C2=NCCc3cc(OC)c(OC)cc32)S1	4%	-4
Other entries
SMILES	S3 lipid droplet	S3 lipid droplet cell count max
Cc1ccc(/C(=N/Nc2nc3ccccc3s2)C2=C(O)c3ccccc3C2=O)cc1	?	nt
O=C(Nc1nncs1)c1cc(S(=O)(=O)N2CCOCC2)ccc1Cl	?	nt
COC(=O)c1c(C)oc2ccc(N(C(=O)Oc3ccccc3)S(=O)(=O)c3ccccc3)cc12	2%	-7
NS(=O)(=O)c1ccc(CNC(=O)c2cc(-c3cccs3)nc3ccccc23)cc1	?	nt
COC(=O)c1c(-c2ccc(OC)cc2)sc2ccccc12	?	nt
CN(CCCNC(=O)c1cn(C)c2ccc(S(=O)(=O)N(C)C)cc2c1=O)c1ccccc1	?	nt
Cc1ccc2c(c1)N(CC(=O)NC1CCCC(C)C1C)C(=O)c1cccnc1O2 (configuration not stated)	?	nt
COC(=O)/C=C1/N/C(=N\c2nc(C)cc(C)n2)N(c2ccc(Cl)cc2)C1=O	10%	-5
COc1cccc(CN2CC(C(=O)NCCOc3cccnc3)CCC2=O)c1 (configuration not stated)	i	-24
COc1ccc(CCNC(=O)C2CC(c3ccccc3[N+](=O)[O-])=NO2)cc1 (configuration not stated)	5%	18
CCc1ccccc1S(=O)(=O)Cc1ccc(C(=O)NCc2ccc3c(c2)OCO3)o1	?	nt
c1ccc(-c2nc(-c3cccnc3)cs2)cc1	?	nt
CN(C)S(=O)(=O)n1cc(/C=C(\NC(=O)c2ccccc2)C(=O)NCCCN2CCOCC2)c2ccccc21	?	nt
O=C1CCCC(=O)N1c1ccc(NCCOCCO)c([N+](=O)[O-])c1	3%	nt
CN(C)c1ccc(/C=N/NC(=O)CCC(=O)NCc2ccccc2)cc1	-6%	-11
CC1(C)[C@@H](O)CC[C@]2(C)C3C(O)C=C4[C@H]5C[C@@](C)(C(=O)O)CC[C@]5(C)CC[C@]4(C)[C@]3(C)CC[C@@H]12 (some centres not stated)	?	nt
CN(C)C=Nc1nonc1-c1ccc(Cl)cc1	?	nt
O=C(NCCc1ccccc1)c1ccc2nc(N3CCOCC3)sc2c1	?	nt
O=C(CN(Cc1ccc(F)cc1)C(=O)Cn1nnc2ccccc21)NCC1CCCO1 (configuration not stated)	0%	12
COCCN(C(=O)c1cc(-c2ccncc2)nc2ccccc12)c1c(N)n(CC(C)C)c(=O)[nH]c1=O	16%	13
CC(C)N(CCC(=O)c1ccc2ccccc2c1)Cc1ccccc1	?	nt
Clc1ccc(CN2CCN(c3ncccn3)CC2)c(Cl)c1	?	nt
CCn1c(-c2ccccc2Cl)nn(CC(=O)Nc2ccc(OC)cc2)c1=S	?	nt
Cc1nc(N)ncc1Sc1ccccc1	-3%	7
CC(NC(=O)CSc1nnc(-c2cc3cc(Cl)ccc3o2)n1C)c1ccccc1 (configuration not stated)	?	nt

Reprinted at random: 6 records from the list, in no set order.
SMILES	S3 lipid droplet	S3 lipid droplet cell count max
O=C1CCCC(=O)N1c1ccc(NCCOCCO)c([N+](=O)[O-])c1	3%	nt
COC(=O)/C=C1/N/C(=N\c2nc(C)cc(C)n2)N(c2ccc(Cl)cc2)C1=O	10%	-5
c1ccc(-c2nc(-c3cccnc3)cs2)cc1	?	nt
Cc1nc(N)ncc1Sc1ccccc1	-3%	7
CN(C)C=Nc1nonc1-c1ccc(Cl)cc1	?	nt
CC(C)N(CCC(=O)c1ccc2ccccc2c1)Cc1ccccc1	?	nt

More records.
SMILES	S3 lipid droplet	S3 lipid droplet cell count max
COc1ccc(C(C(=O)NCc2ccccc2)N(C(=O)c2snc(C(N)=O)c2N)C2CCCC2)cc1O (configuration not stated)	?	nt
CC(C)=NNc1nc2sc3c(c2c(=O)[nH]1)CC(C)(C)OC3	?	nt
COC(Cc1n[nH]c(=S)n1-c1ccccc1)OC	-2%	14
Cc1nn(-c2ccccc2)c(Cl)c1C(=O)OC(C)C(=O)NC(=O)NC1CCCCC1 (configuration not stated)	?	nt
c1ccc(-c2oc3ncnc(NCCCn4ccnc4)c3c2-c2ccccc2)cc1	?	nt
O=C(C1CCN(S(=O)(=O)N2CCCCC2)CC1)N1CCCCC1	4%	2
Cc1cc(C)nc(N/N=C/c2ccc(N3CCOCC3)cc2)n1	?	nt
C/C(CC(=O)c1ccccc1)=N\NC(=O)CC#N	-6%	1
CN(C)C(CNC(=O)c1ccc(Br)cc1)c1ccco1 (configuration not stated)	6%	2
CCN(CC)P(=O)(/C(Cl)=C\Nc1c(C)n(C)n(-c2ccccc2)c1=O)N(CC)CC	2%	8
O=C(Nc1ccc(F)cc1F)NC1CCCCCCC1	?	nt
O=S(=O)(Nc1nccs1)c1ccc(Br)cc1	-4%	-16
Cc1ccccc1CSCC(=O)Nc1ccccc1F	?	nt
Oc1ccccc1CNCc1ccccc1	?	nt
CC1(NC(=O)c2cccc(S(=O)(=O)N3CCCc4ccccc43)c2)CCS(=O)(=O)C1 (configuration not stated)	?	nt
Cc1cc(C)c2c(=O)[nH]c(SCC(=O)N3CCOCC3)nc2n1	?	nt
CCc1ccccc1NC(=O)NCc1ccccn1	?	nt
O=C(CSc1ncnc2scc(-c3ccc(Cl)cc3)c12)NCc1ccc2c(c1)OCO2	?	nt
O=C(NC(Cc1ccccc1)C(=O)O)/C(=C\c1ccc(F)cc1)NC(=O)c1ccco1 (configuration not stated)	?	nt
CC(=O)Nc1cccc(NC(=O)CSc2ncc(-c3ccc(Cl)cc3)n2Cc2ccco2)c1	?	nt
O=c1/c(=C\c2ccc3c(c2)OCO3)sc2n1CCCN=2	20%	-16
COc1ccc(-c2nnc(SCC(=O)Nc3sc4c(c3C#N)CCC4)n2CC2CCCO2)cc1 (configuration not stated)	2%	5
O=C(NC(=S)NCc1ccccc1)c1ccccc1Br	?	nt
CCCCNC(=O)N1CCOCCOCCN(C(=O)NCCCC)CCOCC1	-4%	13
Cc1cc(C)cc(-n2c(C)cc(C(=S)N3CCOCC3)c2C)c1	-17%	-17

Sorted by SMILES length (largest number first): part of the list above
SMILES	S3 lipid droplet	S3 lipid droplet cell count max
CC(=O)Nc1cccc(NC(=O)CSc2ncc(-c3ccc(Cl)cc3)n2Cc2ccco2)c1	?	nt
O=c1/c(=C\c2ccc3c(c2)OCO3)sc2n1CCCN=2	20%	-16
O=C(NC(=S)NCc1ccccc1)c1ccccc1Br	?	nt
O=C(Nc1ccc(F)cc1F)NC1CCCCCCC1	?	nt
CCc1ccccc1NC(=O)NCc1ccccn1	?	nt
Oc1ccccc1CNCc1ccccc1	?	nt

Later entries:
SMILES	S3 lipid droplet	S3 lipid droplet cell count max
Cn1cccc1C(=O)OCC(=O)c1cc2ccccc2o1	?	nt
O=C(CC1Oc2ccccc2NC1=O)NCCc1ccccc1 (configuration not stated)	?	nt
Cc1nc2sc(C(=O)OC(C)C)c(N)c2c(C)c1C	?	nt
Cc1cc(C(=O)N2CCCCCC2)cs1	?	nt
Cc1ccc(S(=O)(=O)N2CCOC2CNC(=O)C(=O)NCc2ccco2)cc1 (configuration not stated)	2%	15
Cc1ccc(C2=N/C(=C\N(C)C)C(=O)O2)cc1	i	18
CC1CC(C)CN(C(=O)C(C)N(C)CC(=O)Nc2ccc(Cl)cc2)C1 (configuration not stated)	?	nt
Fc1ccccc1OCCSc1nnnn1-c1ccccc1	?	nt
O=C(CCC1N=C2c3ccccc3N=C(SCc3ccccc3Cl)N2C1=O)NCc1ccco1 (configuration not stated)	?	nt
CCOC(=O)N1CCC(N2C(=O)c3ccccc3C2Nc2ccccc2)CC1 (configuration not stated)	?	nt
CN(Cc1cccnc1)C(=O)Cc1ccc(NS(=O)(=O)c2cccc(C(F)(F)F)c2)cc1	i	7
CCC(=O)Nc1nonc1-c1nc2ccccc2n1Cc1ccccc1	i	-25
COc1ccccc1-c1cn(S(=O)(=O)c2ccc(C)cc2)nc1N	?	nt
COc1ccc(-n2cnnc2SCC(=O)Nc2ccccc2F)cc1	?	nt
